# D2 agonist: D2 dopamine receptor (human) agonism. actives 0.53% (n = 340,000). HEK293 T-REx D2 cells, calcium flux agonist mode. activation, % at 2 µM. AID 485358;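 active = activation over 3 SD above normal in the single-dose calcium agonist read, cut at about 30% in these data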; also: 0% is about no effect
#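 Tetracycline-induced HEK293 Trex cells with D2 receptor force-coupled to calcium signaling, plated overnight at 30 C and loaded with no-wash calcium dye. Calcium flux read kinetically for 180 s after compound addition; responses flag agonists.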
# RXFP1 antagonist: RXFP1 (human) relaxin receptor antagonism | AID 1259400 | activity change, negative = inhibition, % at 57.5 µM | HEK293-RXFP1, relaxin-stimulated cAMP HTRF, 30 min; active compounds read low | Q9HBX9 | actives 0.59% (n = 350,000);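 active = activity change of -60% or lower, but not beyond a set lower limit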; also: % is scaled to controls: 0 for no effect and ±100 for the full control effect
# Target sequence (Q9HBX9 whole entry, looked up): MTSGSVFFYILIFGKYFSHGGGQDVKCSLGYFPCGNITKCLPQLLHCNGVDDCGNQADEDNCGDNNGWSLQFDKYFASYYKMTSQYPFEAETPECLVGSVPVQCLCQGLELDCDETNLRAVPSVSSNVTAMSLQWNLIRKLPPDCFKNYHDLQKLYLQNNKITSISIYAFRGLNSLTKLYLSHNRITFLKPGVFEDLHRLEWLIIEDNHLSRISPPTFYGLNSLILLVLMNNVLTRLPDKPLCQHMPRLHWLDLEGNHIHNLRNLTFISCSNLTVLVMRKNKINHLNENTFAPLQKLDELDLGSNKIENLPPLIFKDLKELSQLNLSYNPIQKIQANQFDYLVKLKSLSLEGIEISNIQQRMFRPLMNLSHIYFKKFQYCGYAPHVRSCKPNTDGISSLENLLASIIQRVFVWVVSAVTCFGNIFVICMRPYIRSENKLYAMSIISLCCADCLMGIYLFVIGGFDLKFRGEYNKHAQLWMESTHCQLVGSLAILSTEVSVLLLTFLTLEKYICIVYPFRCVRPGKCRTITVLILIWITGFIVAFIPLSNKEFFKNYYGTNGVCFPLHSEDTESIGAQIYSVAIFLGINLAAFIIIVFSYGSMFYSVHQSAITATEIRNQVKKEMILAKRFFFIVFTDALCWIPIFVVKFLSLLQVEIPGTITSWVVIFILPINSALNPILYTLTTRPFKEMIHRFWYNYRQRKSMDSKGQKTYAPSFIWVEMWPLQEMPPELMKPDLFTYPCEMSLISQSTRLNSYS
# D2 antag: D2 dopamine receptor (human) antagonism | P14416 | HEK293 TREx D2 cells, calcium flux, dopamine EC80 | inhibition, % at 10 µM | actives 2% (n = 340,000); in the data active = inhibition above about 30%; also: 0% is about no effect
#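 Tetracycline-induced HEK293 T-REx cells expressing D2 force-coupled to calcium signalling were dye-loaded, exposed to compound for 180 s, then challenged with an EC80 of dopamine; calcium flux was followed kinetically for a further 180 s.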
# D1 PAM: human D1 dopamine receptor positive modulation | HEK293 TREx D1 cells, calcium flux, dopamine EC20 potentiation | potentiation, % at 10 µM | actives 0.036% (n = 360,000) | AID 504651; in the data active = potentiation above about 30%; also: 0% is about no effect
# D2 PAM: positively modulates the human D2 dopamine receptor allosterically; AID 485347; P14416; HEK293 T-REx D2, calcium flux, EC20 dopamine potentiation; actives 0.34% (n = 340,000); potentiation, % at 10 µM;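 active = potentiation over 3 SD above the plate norm, cut at about 30% in these data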; also: 0% is about no effect
#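 Calcium flux readout, no-wash dye, 1 read/s. Inducible HEK293 Trex D2 line, overnight 30 C. Compound alone 180 s (agonist flags), then EC20 dopamine, another 180 s to score potentiation.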
# TRHR ag: agonists of human TRH receptor; TRHR cells, calcium flux fluo-8, FDSS agonist mode; activation, % at 2 µM; actives 0.18% (n = 360,000); AID 493084; also: 0% is about no effect
#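 In this calcium-flux screen, cells bearing human TRHR are dye-loaded with fluo-8, baselined for 10 cycles, then exposed to library compounds; positive kinetic calcium responses during the agonist phase mark hits, with TRH as control.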
# TRHR enhancer: allosteric enhancers of human TRH receptor; enhancement, % at 2 µM; P34981; actives 0.66% (n = 360,000); TRHR cells, fluo-8 calcium fluorescence, EC20 TRH enhancement; in the data active = enhancement above about 30%; also: 0% is about no effect
#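 Enhancer read-out: after compound pinning and an initial kinetic agonist-mode read, an EC20 of TRH (10 nM final) was injected and fluo-8 calcium signal (Ex 480/Em 530) followed at 1 s/cycle for 100 cycles in TRHR-expressing cells.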
# D1 antag: antagonists of human D1 dopamine receptor; P21728; HEK293 TREx D1 cells, calcium flux, dopamine EC80; active compounds read low; activity change, negative = inhibition, % at 10 µM; actives 3.2% (n = 360,000); AID 504652; in the data active = activity change below about -30%; also: % is scaled to controls: 0 for no effect and ±100 for the full control effect
#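 Tetracycline-induced HEK293 T-REx cells with force-coupled D1 receptor were loaded with a no-wash calcium dye. Compound was added after a 10 s baseline and read kinetically for 180 s; EC80 dopamine was then added and calcium flux followed another 180 s.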
# D1 agonist: human D1 receptor agonism. actives 1% (n = 360,000). HEK293 T-REx D1 cells, calcium flux, agonist mode. activation, % at 2 µM. P21728; also: 0% is about no effect
#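 Inducible HEK293 T-REx D1 cells, force-coupled to calcium signalling, were plated at 4000 cells/well with tetracycline and held overnight at 30 C. After no-wash calcium dye loading, compound-evoked calcium rise over 180 s flagged agonists.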
# * marks the source's active call; other numbers are inactive results; · = not tested or not shown; & = joins results of further samples. Rule as the data show it, unless noted: active = activation above about 30%; inactive = the rest.
nr	SMILES	D2 agonist	RXFP1 antagonist	D2 antag	D1 PAM	D2 PAM
1	C=CCN(CC=C)C(=O)CCc1nnc(CCc2c[nH]c3ccccc23)o1	0.4	-10	-3	-3	12
2	CCOC(=O)CCN(c1ccccc1)S(=O)(=O)c1ccc2[nH]c(=O)ccc2c1	·	·	·	-3	-7
3	CCOC(=O)c1cccc(NC(=O)CC2C(=O)N(c3ccc(F)cc3)C(=O)N2Cc2cccc(OC)c2)c1 (centres undefined)	-0.6	5	·	2	-3
4	CN(C)c1ccc(NC(=O)/C=C/c2ccccc2Cl)cc1	-0.2	-25	3	-6	-12
5	CCCCc1nc2cc(C(=O)N3CCC[C@H]3CO)ccc2o1	-0.4	4	-6	0	4
6	COc1ccc(CCNC(=O)CC2SC(=Nc3cc(C)cc(C)c3)NC2=O)cc1OC (centres undefined)	-0.4	-5	6	2	4
7	Cc1ccc(C(=O)/C=C/N(C)C)cn1	0.4	1	0	-3	21
8	Cc1cccc(CN2C(=O)c3ccccc3S(=O)(=O)c3ccc(C(=O)NC4CCCCC4)cc32)c1	-0.2	·	·	0	2
9	O=C(OCC#CCSc1nnc(-c2cccc3ccccc23)o1)c1cccs1	3.5	0	-4	-1	4
10	C[N+](C)(C)CCCNC(=O)c1ccc(/C=N/O)nc1	·	-9	·	1	·
11	Cc1nnc(SCc2nnc(-c3ccccc3Br)o2)s1	0.4	-7	-14	-10	3
12	CC(C)c1ccc(C2C(C(=O)c3ccco3)=C(O)C(=O)N2CCN2CCOCC2)cc1 (centres undefined)	-0.3	-4	6	-11	3
13	Cc1ccccc1NC(=O)CSc1nnc(C)c2ccccc12	·	3	·	-3	·
14	CCOC(=O)CNC(=O)CSc1nnc(NC(=O)c2ccc(S(=O)(=O)N3CCOCC3)cc2)s1	0.1	-5	-4	-9	-4
15	CC1CCCC(C)N1S(=O)(=O)c1ccc(S(=O)(=O)N2CCOCC2)cc1 (centres undefined)	-0.5	10	10	1	0

nr	TRHR ag	TRHR enhancer	D1 antag	D1 agonist
1	-0.3	-5	1	1
2	0.1	-1	7	0
3	0.1	4	0	3
4	-0.9	0	-12	-1
5	0.0	3	-15	1
6	-0.7	2	-1	-3
7	-0.1	11	-9	4
8	0.8	-3	-4	5
9	2.9	-2	11	10
10	1.3	-4	6	8
11	-1.9	4	-18	8
12	0.6	1	-8	7
13	0.4	5	-6	0
14	0.2	-3	14	3
15	0.8	-2	3	1

# (more compounds)
nr	SMILES	D2 agonist	RXFP1 antagonist	D2 antag	D1 PAM	D2 PAM
16	Cc1nc(-c2ccc(Cl)cc2)sc1C1(C)CC(c2ccc(F)cc2)=NO1 (centres undefined)	-1.4	·	-11	-1	0
17	CC12CN3CC(C)(CN(C1)C3c1cc3ccccc3[nH]1)C2=O (centres undefined)	0.1	-25	14	-4	8
18	O=c1[nH]c2ccccc2c(O)c1-c1ccccc1[N+](=O)[O-]	-0.4	-11	7	-3	-5
19	CCn1c2ccccc2c2cc(CN3CCN(Cc4ccccc4Cl)CC3)ccc21	-0.2	-3	·	1	-12
20	COc1ccc(CNC(=O)c2cnn(-c3ccc(OC)cc3)c2C2CCN(C(=O)OC(C)(C)C)CC2)cc1	-0.3	-22	·	-4	-10
21	CS(=O)(=O)N1N=C(c2ccc(Br)cc2)CC1c1cccs1 (centres undefined)	0.2	-1	-3	0	8
22	CCOC(=O)N1CCN(Cc2nc3c(c(=O)n(C)c(=O)n3C)n2Cc2ccc(F)cc2)CC1	-1.6	-4	-7	9	19
23	COc1ccccc1C1CCN(Cc2ccccc2)CC1	32*	-6	83*	-22	-29
24	CN(CCNC(=O)CN1C(=O)CSc2ccc(S(=O)(=O)N3CCCC3)cc21)Cc1ccccc1	-1.5	5	-21	2	8
25	Cc1c(-c2ccccc2)nc2ccccc2c1C(=O)O	-1.5	14	18	-8	9
26	COc1cc(/C=C2/C(=N)N3C(=NC2=O)SN=C3S(=O)(=O)C(C)C)ccc1OC(=O)c1ccco1	0.2	7	-3	4	7
27	Cc1cc(C)c2nc(C)cc(Nc3ccc(C(=O)N(C)C)cc3)c2c1	0.6	0	0	-2	2
28	CCCN(CC(=O)Nc1ccccc1C)C(=O)Cc1cccs1	0.3	-1	9	·	-11
29	Cc1cccc(C(=O)Nc2ccc(O)cc2C(=O)O)c1	·	-23	·	-2	-4
30	O=c1cc(O)c2sc3nc(-c4cccnc4)cc(C(F)(F)F)c3c2[nH]1	2.5	-1	17	-2	-4

nr	TRHR ag	TRHR enhancer	D1 antag	D1 agonist
16	3.0	2	0	7
17	-0.5	-7	-15	2
18	0.0	1	-1	0
19	-0.2	3	-4	-1
20	2.4	12	-6	5
21	-0.5	7	-25	1
22	0.5	11	9	2
23	-0.2	-2	-46*	-1
24	-4.9	11	9	5
25	0.0	1	13	2
26	1.0	-2	2	2
27	0.6	-4	-4	1
28	-0.1	4	1	3
29	-0.3	-3	·	-1
30	9.5	0	1	18

# The list continues:
nr	SMILES	D2 agonist	RXFP1 antagonist	D2 antag	D1 PAM	D2 PAM
31	CC(=O)Nc1ccc(S(=O)(=O)N2CCC(c3nc4ccc(C)cc4[nH]3)CC2)cc1	-2.0	-11	0	-6	-8
32	CCCn1nc2cc(C(=O)NCc3ccc(OC)cc3)ccc2c1OCC	0.5	·	-16	5	-4
33	COc1ccc(OC)c(C(=O)NC(CC(N)=O)c2ccc(NCCN3CCOCC3)c([N+](=O)[O-])c2)c1 (centres undefined)	-0.4	·	11	-2	-8
34	CCOC(=O)C(=Cc1ccc(OCc2ccc([N+](=O)[O-])cc2)c(OC)c1)C(=O)OCC	0.5	·	-13	-4	-3
35	O=C(Nc1cccc(C(F)(F)F)c1)N(Cc1ccc(Cl)cc1)CC(O)C(F)(F)F (centres undefined)	-0.7	-16	-1	-9	24
36	CCN(c1ccccc1)S(=O)(=O)c1cccc(C(=O)O)c1	-0.2	-3	3	-3	13
37	O=C(Cn1c(-c2cscn2)nc2ccccc21)Nc1ccccc1F	0.5	-2	0	-3	8
38	O=C(O)c1cccc(Cn2cccn2)c1	0.7	-2	-7	-5	13
39	COc1ccc(/C=N/NC(=O)c2ccn[nH]2)cc1COc1ccc(Cl)cc1	0.4	-10	-14	5	7
40	COc1ccccc1CNC(=O)CN(Cc1ccc(Cl)cc1)S(C)(=O)=O	0.8	-15	-10	-2	4
41	CCCNS(=O)(=O)c1ccc(OCC(=O)N2CCOCC2)cc1	0.4	9	8	-2	10
42	Cc1ccccc1NC(=O)Nc1ccc(C(F)(F)F)cc1	-0.2	-17	-14	-2	-1
43	Nc1nc(CN2CCN(C(=O)c3ccco3)CC2)nc(Nc2cccc(Cl)c2)n1	38*	-9	-19	13	0
44	CS(=O)(=O)N(CC(=O)N1CCC(C(N)=O)CC1)c1ccc(Oc2ccccc2)cc1	0.0	4	3	-3	0
45	O=C(O)C1CCCN1C(=O)Nc1ccccc1 (centres undefined)	-1.7	-7	-9	3	2

nr	TRHR ag	TRHR enhancer	D1 antag	D1 agonist
31	0.0	-1	-23	0
32	-0.4	0	-7	1
33	-0.5	7	-4	3
34	0.2	-5	-17	11
35	0.6	-6	-12	2
36	0.3	1	11	3
37	-0.2	6	35	0
38	0.6	-10	7	4
39	0.4	4	-2	3
40	-0.2	11	5	1
41	-0.2	-5	-4	1
42	0.0	-4	-22	10
43	-0.6	5	8	1
44	0.7	4	-8	3
45	0.5	-18	8	3

# From entry 1 as far as 10, copied from above:
nr	SMILES	D2 agonist	RXFP1 antagonist	D2 antag	D1 PAM	D2 PAM
1	C=CCN(CC=C)C(=O)CCc1nnc(CCc2c[nH]c3ccccc23)o1	0.4	-10	-3	-3	12
2	CCOC(=O)CCN(c1ccccc1)S(=O)(=O)c1ccc2[nH]c(=O)ccc2c1	·	·	·	-3	-7
3	CCOC(=O)c1cccc(NC(=O)CC2C(=O)N(c3ccc(F)cc3)C(=O)N2Cc2cccc(OC)c2)c1 (centres undefined)	-0.6	5	·	2	-3
4	CN(C)c1ccc(NC(=O)/C=C/c2ccccc2Cl)cc1	-0.2	-25	3	-6	-12
5	CCCCc1nc2cc(C(=O)N3CCC[C@H]3CO)ccc2o1	-0.4	4	-6	0	4
6	COc1ccc(CCNC(=O)CC2SC(=Nc3cc(C)cc(C)c3)NC2=O)cc1OC (centres undefined)	-0.4	-5	6	2	4
7	Cc1ccc(C(=O)/C=C/N(C)C)cn1	0.4	1	0	-3	21
8	Cc1cccc(CN2C(=O)c3ccccc3S(=O)(=O)c3ccc(C(=O)NC4CCCCC4)cc32)c1	-0.2	·	·	0	2
9	O=C(OCC#CCSc1nnc(-c2cccc3ccccc23)o1)c1cccs1	3.5	0	-4	-1	4
10	C[N+](C)(C)CCCNC(=O)c1ccc(/C=N/O)nc1	·	-9	·	1	·

nr	TRHR ag	TRHR enhancer	D1 antag	D1 agonist
1	-0.3	-5	1	1
2	0.1	-1	7	0
3	0.1	4	0	3
4	-0.9	0	-12	-1
5	0.0	3	-15	1
6	-0.7	2	-1	-3
7	-0.1	11	-9	4
8	0.8	-3	-4	5
9	2.9	-2	11	10
10	1.3	-4	6	8

# The list continues.
nr	SMILES	D2 agonist	RXFP1 antagonist	D2 antag	D1 PAM	D2 PAM
46	CCCCN(C)C(=O)CCC(=O)NNc1nc2ccccc2c2nc(C)nn12	-0.8	-2	4	-3&-3	6&2
47	CC(C)=CC(=O)Nc1nnc(C)s1	·	-12	·	-3	·
48	COc1ccccc1C(=O)Nc1ccccc1N1CCN(C(=O)c2ccc(Cl)cc2)CC1	1.1	4	-6	-7	-8
49	COc1ccc2c(c1)cc1n2CCN=C1N	0.1	-28	3	2	-7
50	Cn1nnnc1Sc1ncnc2scc(-c3ccccc3F)c12	·	·	·	-2	·
51	Cc1ccc(-c2nc3cc(C(C)C)ccc3o2)cc1NC(=O)c1cccs1	0.4	·	·	-3	-2
52	COc1ccc(N2C(=O)C(F)(F)C2c2ccccc2F)cc1 (centres undefined)	-0.1	-13	5	0	-4
53	CCc1nnc(NC(=O)c2cc([N+](=O)[O-])ccc2N2CCOCC2)s1	0.0	-26	12	-1	10
54	CC(=O)Nc1ccc(/C=N/OCC(=O)Nc2ccc(C)cc2)cc1	-0.3	0	7	0	-3
55	Nc1nnc(SCc2ccccc2F)s1	-0.5	1	4	-5	11
56	CC(C)C(OC(=O)c1cc2occc2n1C)C(=O)NCc1ccc2c(c1)OCO2 (centres undefined)	-0.6	0	-12	2	-9

nr	TRHR ag	TRHR enhancer	D1 antag	D1 agonist
46	-0.5&0.3	-1&-3	-10&4	3&-1
47	0.0	-3	25	-2
48	-0.6	-2	-15	9
49	0.2	2	5	2
50	-1.1	5	14	0
51	1.3	12	-4	1
52	2.8	-2	7	11
53	-0.4	-1	0	1
54	0.1	6	-4	3
55	0.2	0	3	1
56	-0.2	-6	0	2
